High-throughput results (PubChem BioAssay)
USP1-UAF1 inh: inhibitors of human USP1/UAF1 deubiquitinase | O94782 | recombinant USP1/UAF1, Ub-Rhodamine cleavage fluorescence | Potency, µM (highest dose often 57.1 µM), for inactives: at the top dose activity change, negative = inhibition, most hits filed as inhibitors | actives 0.23% (n = 390,000); note: potency is the fitted concentration of half-maximal effect; % is set by controls: 0 for no effect and ±100 for the full control effect; nearly all actives have a fitted effect of over 60% in size; inactives centre near -12
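Step one: compound is pinned into 1nM USP1/UAF1 in HEPES pH 7.8 buffer with TCEP. Step two: 15 min room-temperature incubation. Step three: Ub-Rho (150nM final) starts cleavage, tracked by fluorescence over six one-minute reads.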
TrxR1 substrate: substrates of rat thioredoxin reductase 1 | actives 0.01% (n = 390,000) | AID 588456 | purified TrxR1 substrate turnover, NADPH consumption readout | O89049 | Potency, µM (series often up to 114 µM), inactives show at the top dose activity change, negative = substrate turnover; note: potency is the fitted concentration of half-maximal effect; % is set by controls: 0 for no effect and ±100 for the full control effect; nearly all actives have a fitted effect of over 50% in size
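Rat TrxR1, dispensed at 90 nM, was prereduced with 400 uM NADPH (final) for 5 min at ~22 deg C, then incubated with compound 15 min before 400 uM selenite. A first-read NADPH fluorescence drop versus no-compound background flagged substrates.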
Vif-APOBEC3F blk: Vif-A3F binding inhibition; HeLa A3F-eYFP + Vif (tagged APOBEC3F with the HIV-1 protein that degrades it), YFP fluorescence increase; actives 0.2% (n = 390,000); Potency, µM (highest dose often 46.1 µM), for inactives: at the top dose activity, negative = active; note: potency is the fitted concentration of half-maximal effect; % of control where 0% means no effect; nearly all actives have a fitted effect of over 65% in size
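HeLa cells stably expressing Vif plus C-terminally eYFP-tagged A3F were seeded, incubated overnight at 37 deg C, dosed with compound, incubated overnight again at 37 deg C. Yellow fluorescence (Ex 488/Em 500-530) reported blocked Vif-mediated A3F-eYFP degradation.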
LDHA inh: LDHA (human) enzyme inhibition. P00338. purified LDHA, NADH/diaphorase-resazurin fluorescence; hits give low values. activity change, % (values are at about 110 or 230 µM). actives 0.15% (n = 480,000). AID 1347041; in the data active = activity change below about -30%; inconclusive = mostly about -25% to -30%;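 note: plate controls were DMSO wells for no effect and wells without enzyme for full effect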
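Remaining NADH was detected by diaphorase (0.133 mg/mL) converting 37 µM resazurin to fluorescent resorufin, read at 0 and 20 minutes. The preceding 5-minute room-temperature reaction used 2 nM LDHA, 0.2 mM sodium pyruvate and 0.06 mM NADH at pH 7.4.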
Vif-APOBEC3G blk: inhibitors of Vif-APOBEC3G interaction. Q9HC16. HeLa A3G-eYFP + Vif (tagged APOBEC3G with the HIV-1 protein that degrades it), YFP fluorescence, overnight. Potency, µM (top dose mostly 46.1 µM), inactives show top-dose activity, negative = active, usual class: inhibitors. actives 0.076% (n = 410,000);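 note: potency is the fitted concentration of half-maximal effect; % is set by controls: 0 for no effect and ±100 for the full control effect; nearly all actives have a fitted effect of over 60% in size; hits raise eYFP signal because A3G escapes Vif-driven loss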
Target sequence (Q9HC16 whole entry, looked up): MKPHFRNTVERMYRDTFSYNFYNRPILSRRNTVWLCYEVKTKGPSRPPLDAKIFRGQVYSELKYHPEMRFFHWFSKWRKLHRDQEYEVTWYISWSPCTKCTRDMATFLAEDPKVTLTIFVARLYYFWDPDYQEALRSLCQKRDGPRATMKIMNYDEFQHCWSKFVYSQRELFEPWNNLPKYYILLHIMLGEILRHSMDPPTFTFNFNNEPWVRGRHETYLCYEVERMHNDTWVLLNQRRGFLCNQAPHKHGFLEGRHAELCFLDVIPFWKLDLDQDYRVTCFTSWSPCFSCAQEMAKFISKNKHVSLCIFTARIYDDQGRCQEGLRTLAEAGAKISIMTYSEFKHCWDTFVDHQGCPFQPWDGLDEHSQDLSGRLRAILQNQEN
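Read-out is eYFP fluorescence (Ex 488/Em 500-530) from Vif-expressing HeLa A3G-eYFP cells; more signal means A3G escaped Vif-mediated degradation. Cells plated overnight, compound pinned in, incubated overnight at 37 deg C.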
GRP78 ERSR act: ER stress response induction in glioma; U87-MG GRP78 promoter luciferase reporter, 16 h; Potency, µM, for the others: top-dose activation, usual class: activators; actives 0.02% (n = 420,000); AID 602332; note: potency is the fitted concentration of half-maximal effect; series mostly up to about 76 µM; % of control where 0% means no effect; nearly all actives have a fitted effect of over 35% in size
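ERSR induction read as luciferase luminescence (Bright-Glo, 10 min at room temperature) in stably transfected human U87-MG glioma cells exposed to compounds for 16 h, using GRP78 as sensor.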
TrxR1 inh: inhibitors of rat thioredoxin reductase 1 | recombinant rTrxR1, NADPH fluorescence consumption, selenite substrate | Potency, µM (top dose mostly 114 µM), for inactives: at the top dose activity change, negative = inhibition, usual class: inhibitors | actives 1% (n = 390,000) | O89049; note: potency is the fitted concentration of half-maximal effect; % is set by controls: 0 for no effect and ±100 for the full control effect; nearly all actives have a fitted effect of over 65% in size
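Rat TrxR1 (90 nM in the dispensed reagent) was pre-reduced with 400 uM NADPH for 5 min at room temperature, then incubated with compound for 15 min. After 400 uM selenite was added, NADPH fluorescence (Ex 340/Em 450 nm) was followed for 8 min.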
RGS4 inhibitor: inhibitors of human regulator of G protein signaling 4; P49798; Transcreener GDP fluorescence polarization, RGS4-accelerated GTP hydrolysis; Potency, µM (top dose mostly 114 µM), for the others: top-dose activity change, negative = inhibition, actives largely listed as inhibitors; actives 0.039% (n = 390,000); AID 504845; note: potency is the fitted concentration of half-maximal effect; % is set by controls: 0 for no effect and ±100 for the full control effect; nearly all actives have a fitted effect of over 75% in size; some results filed as inactive show a strong effect at the top dose
Target sequence (P49798 whole entry, looked up): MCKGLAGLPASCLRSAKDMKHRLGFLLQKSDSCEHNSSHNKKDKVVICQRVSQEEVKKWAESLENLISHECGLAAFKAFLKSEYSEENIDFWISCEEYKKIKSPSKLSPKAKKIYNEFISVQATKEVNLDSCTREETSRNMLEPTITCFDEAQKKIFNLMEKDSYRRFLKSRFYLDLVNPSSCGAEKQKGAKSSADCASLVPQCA
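MLSMR compounds (23 nl, pin-transferred) preincubated 10 min at room temperature with a 500nM (2x) first reagent, then RGS4 at 900nM (2x) plus Transcreener GDP mix added; fluorescence polarization (620/688 nm) read before and after 90 min at 30 °C.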
IDH1 R132H inh: inhibitors of human mutant IDH1 R132H; actives 0.093% (n = 390,000); O75874; IDH1-R132H enzyme, NADPH consumption, diaphorase/resazurin fluorescence; Potency, µM (highest dose often 76.6 µM), inactives show at the highest dose activity change, negative = inhibition, actives largely listed as inhibitors; note: potency is the fitted concentration of half-maximal effect; % is set by controls: 0 for no effect and ±100 for the full control effect; nearly all actives have a fitted effect of over 65% in size
Target sequence (O75874 whole entry R132H, stated change not applied): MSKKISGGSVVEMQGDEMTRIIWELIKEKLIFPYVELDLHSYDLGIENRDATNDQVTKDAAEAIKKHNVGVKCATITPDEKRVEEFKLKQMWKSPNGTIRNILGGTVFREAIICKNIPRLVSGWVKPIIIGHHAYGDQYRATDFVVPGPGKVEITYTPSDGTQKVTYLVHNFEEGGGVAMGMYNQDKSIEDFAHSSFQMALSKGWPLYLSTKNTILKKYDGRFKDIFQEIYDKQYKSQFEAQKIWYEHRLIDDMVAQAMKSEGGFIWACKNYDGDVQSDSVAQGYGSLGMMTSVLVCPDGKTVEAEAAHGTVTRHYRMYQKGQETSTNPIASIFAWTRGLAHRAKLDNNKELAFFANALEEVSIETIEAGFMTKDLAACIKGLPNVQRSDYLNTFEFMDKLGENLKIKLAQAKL
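IDH1-R132H (0.5 ug/mL dispensed) in pH 7.5 Tris buffer was preincubated 30 min with compound, then given a substrate mix of 0.016 mM NADPH and 2 mM alpha-KG for 80 min at room temperature; remaining NADPH was read by diaphorase/resazurin fluorescence.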
An asterisk follows results filed as active; ? = inconclusive; nt = not tested or not shown; & = joins results of further samples; [ ] = another dose, or the depositor's remark. Unless noted, calls come from the whole dose curve; as a rule, active = well fitted curve in the direction sought with a large enough effect; inconclusive = small, poorly fitted or top-dose-only effect, or another doubt; inactive = no such curve, though single readings can be large; an effect the other way counts as inactive or inconclusive.

[1] Cc1cc(CC(=O)O)n(C)c1C(=O)c1ccc(Cl)cc1
[2] CC1=C(C(=O)N2CCOCC2)CC(CC(=O)NC2CCCCC2)C(=O)N1CCCN1CCCC1=O (stereo not given)
[3] COc1ccc2c(c1)c(CC(=O)OC(C)C(=O)N(C)C)c(C)n2C(=O)c1ccc(Cl)cc1 (stereo not given)
[4] O=C1OC(c2ccccc2)=N/C1=C\C=C\c1ccco1
[5] COc1ccc(NC(=O)CSc2nc(O)cc(=O)[nH]2)c(OC)c1
[6] Cc1ccc2nsnc2c1NC(=O)c1ccc([N+](=O)[O-])cc1
[7] Cc1cc2oc(=O)c3c(c2cc1OC(=O)c1ccco1)CCCC3
[8] Clc1ccc(CSc2ncn[nH]2)cc1
screen / no. | 1 | 2 | 3 | 4 | 5 | 6 | 7 | 8
Vif-APOBEC3G blk | 0% | -7% | 2% | 6% | 1% | 0% | -8% | -1%
TrxR1 inh | 6% | nt | 21% | ? | -12% | 17%[57.1 µM] | -6% | -3%
LDHA inh | -2 | -2 | -2 | -16 | -2 | -5 | -4 | -10
GRP78 ERSR act | -2%&-1%&-2%&-4%&-4% | -1% | -5% | 0% | -4% | -5% | 2% | -2%
USP1-UAF1 inh | -7% | -14% | -17% | -12% | -5% | -2% | 1% | -4%
IDH1 R132H inh | 10% | -4% | 0% | -12% | -7% | 14% | 6% | 3%
TrxR1 substrate | 3% | nt | -3% | -12% | -6% | 5%[57.1 µM] | -5% | -4%
RGS4 inhibitor | -7% | nt | -14% | 4% | 8%[11.4 µM] | 8% | 27% | 1%
Vif-APOBEC3F blk | -1% | 1% | 7% | -3% | 1% | -1% | 0% | 1%

[9] COc1cc(OC)nc(NC(=O)NS(=O)(=O)c2ccc(OC(F)(F)F)cc2)n1
[10] COc1ccc(S(=O)(=O)N(C)C[C@H]2OCc3cnnn3CCCC(=O)N([C@@H](C)CO)C[C@H]2C)cc1
[11] O=C(c1ccco1)N1CCN(c2c(-c3ccccc3)c3cc(Cl)ccc3[nH]c2=O)CC1
[12] COc1cc(/C=C/C(=O)N[C@@H](Cc2c[nH]c3ccccc23)C(=O)O)ccc1O
[13] C[C@H](NS(=O)(=O)c1ccc(Cl)cc1)C(=O)OCC(=O)NCCc1ccc(S(N)(=O)=O)cc1
[14] COc1ccc(C)cc1-n1nnnc1SCC(=O)c1cc(C)n(Cc2ccco2)c1C
[15] Cc1cccc(C(C(=O)NC2CCCC2)N(C(=O)c2csnn2)C2CC2)c1 (stereo not given)
[16] O=C(NC1=NCCS1)c1cccc(S(=O)(=O)N2CCOCC2)c1
screen / no. | 9 | 10 | 11 | 12 | 13 | 14 | 15 | 16
Vif-APOBEC3G blk | 2% | -2% | -1% | 7% | 2% | -8% | -7% | 1%
TrxR1 inh | -12% | nt | ? | -6%[57.1 µM] | 22% | -2% | 17% | 26%
LDHA inh | -3 | 1 | -2 | -8 | 0 | 0 | -8 | -12
GRP78 ERSR act | -7% | -6% | -5% | 0% | -2% | 0% | -3% | -4%
USP1-UAF1 inh | 3% | -14% | -6% | -11% | -13% | -19% | ? | -9%
IDH1 R132H inh | 0% | 11% | ? | -1% | -8% | 4% | 0% | 6%
TrxR1 substrate | -12% | nt | 12% | 0%[57.1 µM] | 2% | -3% | 5% | 8%
RGS4 inhibitor | 20% | nt | -21% | -2% | -2% | -22% | 16% | 25%
Vif-APOBEC3F blk | 1% | 5% | 0% | -1% | 0% | nt | -5% | -2%

[17] COCCCNC(=O)c1ccc2c(c1)N(Cc1ccccc1)C(=O)c1ccccc1S2
[18] CC(C)Cn1c(N)c(C(=O)COC(=O)c2cc(F)cc(F)c2)c(=O)n(C)c1=O
[19] CC(Sc1ccc(S(=O)(=O)N2CCOCC2)cn1)C(=O)Nc1ccc(Cl)cc1Cl (stereo not given)
[20] Cc1ccc(C2=NN(C(=O)CCl)C(c3cccs3)C2)o1 (stereo not given)
[21] Nc1ccc(-c2nc3ccccc3s2)cn1
[22] Cc1ccc(S(=O)(=O)N2CCN(C(=O)Cn3cnc4c3c(=O)n(C)c(=O)n4C)CC2)cc1C
[23] Cn1nc(-c2ccc(OCC(=O)Nc3cccc(C(F)(F)F)c3)cc2)c2ccccc2c1=O
[24] Cc1nnsc1C(=O)NNc1c(Cl)cccc1Cl
[25] COC(=O)CSC1=C(C#N)C(c2cccc(F)c2)CC(=O)N1 (stereo not given)
screen / no. | 17 | 18 | 19 | 20 | 21 | 22 | 23 | 24 | 25
Vif-APOBEC3G blk | -1% | -1% | 2% | -22% | 0% | 0% | -3% | -7% | ?
TrxR1 inh | 13%[57.1 µM] | -8%[57.1 µM] | 18% | 10µM* | -47% | 12% | 14% | 5% | 5%[57.1 µM]
LDHA inh | -10 | -2 | 0 | 0 | -12 | 0 | -3 | -2 | -4
GRP78 ERSR act | -2% | -1% | -1% | -13% | -4% | -1% | -5% | -2% | -5%
USP1-UAF1 inh | -7% | -9% | -25% | -23% | -10% | -13% | ? | -15% | -4%
IDH1 R132H inh | 0% | 12% | 12% | 3% | -8% | 0% | -10% | 2% | 7%
TrxR1 substrate | -4%[57.1 µM] | -4%[57.1 µM] | -1% | 0%[57.1 µM] | 311%[activator][57.1 µM] | 5% | 12% | -6% | 2%[57.1 µM]
RGS4 inhibitor | 0% | 3% | -3% | -44% | -40% | -22% | -34% | -19% | -27%
Vif-APOBEC3F blk | -4% | -6% | 5% | 2% | 2% | -19% | -1% | 0% | 1%

Some of these compounds in order of heavy-atom count, descending.
[23] Cn1nc(-c2ccc(OCC(=O)Nc3cccc(C(F)(F)F)c3)cc2)c2ccccc2c1=O
[13] C[C@H](NS(=O)(=O)c1ccc(Cl)cc1)C(=O)OCC(=O)NCCc1ccc(S(N)(=O)=O)cc1
[14] COc1ccc(C)cc1-n1nnnc1SCC(=O)c1cc(C)n(Cc2ccco2)c1C
[19] CC(Sc1ccc(S(=O)(=O)N2CCOCC2)cn1)C(=O)Nc1ccc(Cl)cc1Cl (stereo not given)
[18] CC(C)Cn1c(N)c(C(=O)COC(=O)c2cc(F)cc(F)c2)c(=O)n(C)c1=O
[15] Cc1cccc(C(C(=O)NC2CCCC2)N(C(=O)c2csnn2)C2CC2)c1 (stereo not given)
[16] O=C(NC1=NCCS1)c1cccc(S(=O)(=O)N2CCOCC2)c1
[25] COC(=O)CSC1=C(C#N)C(c2cccc(F)c2)CC(=O)N1 (stereo not given)
[20] Cc1ccc(C2=NN(C(=O)CCl)C(c3cccs3)C2)o1 (stereo not given)
[21] Nc1ccc(-c2nc3ccccc3s2)cn1
screen / no. | 23 | 13 | 14 | 19 | 18 | 15 | 16 | 25 | 20 | 21
Vif-APOBEC3G blk | -3% | 2% | -8% | 2% | -1% | -7% | 1% | ? | -22% | 0%
TrxR1 inh | 14% | 22% | -2% | 18% | -8%[57.1 µM] | 17% | 26% | 5%[57.1 µM] | 10µM* | -47%
LDHA inh | -3 | 0 | 0 | 0 | -2 | -8 | -12 | -4 | 0 | -12
GRP78 ERSR act | -5% | -2% | 0% | -1% | -1% | -3% | -4% | -5% | -13% | -4%
USP1-UAF1 inh | ? | -13% | -19% | -25% | -9% | ? | -9% | -4% | -23% | -10%
IDH1 R132H inh | -10% | -8% | 4% | 12% | 12% | 0% | 6% | 7% | 3% | -8%
TrxR1 substrate | 12% | 2% | -3% | -1% | -4%[57.1 µM] | 5% | 8% | 2%[57.1 µM] | 0%[57.1 µM] | 311%[activator][57.1 µM]
RGS4 inhibitor | -34% | -2% | -22% | -3% | 3% | 16% | 25% | -27% | -44% | -40%
Vif-APOBEC3F blk | -1% | 0% | nt | 5% | -6% | -5% | -2% | 1% | 2% | 2%

Some of the compounds tested. The share of hits here may be higher or lower than overall.
